Screening data deposited in PubChem BioAssay by National Center for Advancing Translational Sciences (NCATS).
Epigenetic derep: derepresses silenced GFP reporter in murine cells. AID 1865. Potency, µM (series often up to 53.9 µM), inactives show top-dose GFP activation, actives largely listed as activators. murine LDR cells, GFP reporter derepression, 30 h. 0.2% of 280,000 active; further: % of control where 0% means no effect; nearly all actives have a fitted effect of over 60% in size
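Murine LDR cells bearing a silenced CMV-driven GFP reporter were exposed to compound for 30 h at 37 C. After PBS washes, GFP-positive cells (20-120 um objects) counted by laser-scanning microplate cytometry.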
Tau fluor counter: counter-screen for tau fibril formation inhibitors; tau K18 P301L (four-repeat tau fragment) Alexa594 fluorescence, heparin fibrillization; Potency, µM (highest dose often 57.7 µM), inactives show at the highest dose activity change, negative = decrease; 0.93% of 280,000 active; AID 1463; further: on the % scale 0 is the no-effect control and ±100 the full control effect; nearly all actives have a fitted effect of over 55% in size
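Human K18 P301L tau (15 uM unlabeled plus 0.24 uM Alexa 594-labeled, final) in 100 mM sodium acetate pH 7 was mixed with compound and 20 uM heparin and incubated 6 hr at 37 C.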
Active calls of the source: *; ? = inconclusive. The call rests on the fitted dose curve; in most records, active means well fitted curve in the direction sought with a large enough effect; inconclusive means small, poorly fitted or top-dose-only effect, or another doubt; inactive means no such curve, though single readings can be large; an effect the other way counts as inactive or inconclusive. Potency means the concentration at half of the fitted maximal effect. An excerpt (hit frequency here may not be typical).

SMILES | Epigenetic derep | Tau fluor counter
COc1cccc(-n2c(SCc3ccc(F)cc3)nc3c([nH]c4ccccc43)c2=O)c1 | 1.4% | -22.5%
COc1ccc(Cl)cc1S(=O)(=O)N1CCN(CC(=O)Nc2ccccc2C(F)(F)F)CC1 | 2.4% | -15.1%
Fc1ccc(-n2ncc3c(NCCCc4ccccc4)ncnc32)cc1 | 3.6% | -12.7%
COc1cccc(N2C(=O)C(CC(=O)Nc3cccc(F)c3)N(C(C)C)C2=O)c1 (centres undefined) | -1.6% | -15.8%
CSc1ccc(CCNS(=O)(=O)c2cc(-c3cc(C)no3)ccc2C)cc1 | -0.8% | ?
Cc1ccccc1CNC(=O)CN(c1cccc(C)c1C)S(C)(=O)=O | 0.0% | 3.7%
CCCOc1ccc(C2C(=O)N(C3CCCCC3)CC(=O)N2C2CCCCC2)cc1OC (centres undefined) | 0.2% | 0.1%
CCN(C(=O)CSc1nc2ccccc2n1Cc1ccc(F)cc1Cl)c1ccccc1 | 2.9% | 11.6%
CSc1ccc(CCNC(=O)c2ccc3c(c2)nc2n3CCCCC2)cc1 | 14.2% | -0.4%
O=C(CCC1N=C2c3ccccc3N=C(SCc3ccc(Cl)cc3)N2C1=O)NCc1cccs1 (centres undefined) | -0.5% | -9.8%
Cc1ccc(C)c2sc(N3CCN(C(=O)c4ccco4)CC3)nc12 | 12.9% | -5.0%
COc1ccc(Nc2ncc3c(n2)CCN(Cc2ccc(Br)s2)C3)c(OC)c1 | -4.1% | ?
O=C(COc1ccc2ccccc2c1)NC1CC(=O)N(c2cccc(F)c2)C1 (centres undefined) | 7.0% | -21.0%
CCc1c(C)sc2c1CCN(C(=O)Nc1cc(C)ccc1OC)C2c1ccc(F)cc1 (centres undefined) | -4.1% | -5.3%
COc1cccc(CNC(=O)Cc2csc3nc(-c4ccccc4)cn23)c1 | -1.7% | -4.6%
O=C(CSc1nc(=O)[nH]c2c1CCC2)NCc1ccc(F)cc1 | 1.9% | 6.0%
COc1cccc2c1Oc1ncccc1N(C(=O)CCC(=O)NCc1ccc(N(C)C)cc1)C2 | -0.4% | -5.9%
CNC(=O)CCCN1C(=O)c2cccnc2Sc2ccccc21 | 0.0% | 7.0%
Cc1cccn2c(=O)cc(COc3ccc(NC(=O)C(C)C)cc3)nc12 | -1.5% | 7.2%
O=C(Nc1ccc(Br)cc1)c1ccc(F)c(S(=O)(=O)NC2CCCCCC2)c1 | 12.6% | ?
CCOc1ccc(C(C)C)cc1S(=O)(=O)Nc1cccc(-c2ccc(N3CCOCC3)nn2)c1 | -1.7% | 5.9%
CC(CNC(=O)Cn1ccc2cc(S(=O)(=O)N3CCCCCC3)ccc21)c1ccccc1 (centres undefined) | 10.2% | -18.9%
CCOCCc1nn2c(=O)cc(COC(=O)CNC(=O)c3ccc(F)cc3)nc2s1 | 0.8% | 4.4%
CCOC(=O)c1ccc(NC(=O)CSc2nccn2Cc2ccc(OC)cc2)cc1 | 0.0% | -21.0%
O=C(CSCc1ccccc1Cl)NCc1ccc(Cl)c(Cl)c1 | 1.8% | -20.7%

Later entries:
SMILES | Epigenetic derep | Tau fluor counter
Cc1ccc(-n2ncc3c(NC4CCCCCC4)ncnc32)cc1Cl | -0.5% | -21.6%
CCn1ccc2cc(S(=O)(=O)N3CCC(C(=O)NCCOC)CC3)ccc21 | 0.0% | -1.4%
Cc1ccccc1NC(=O)CSc1nc(-c2ccccc2C)nc2cc(=O)[nH]n12 | 5.7% | -3.9%
Cc1ccc(-n2ncc3c(N(CC(C)C)CC(C)C)ncnc32)c(C)c1 | -1.3% | -2.1%
Cc1ccc(-n2nc3c(N4CCC(C(=O)NCc5ccccc5Cl)CC4)nnc(C)c3c2C)cc1 | 8.4% | -3.1%
COc1ccc(C2C(=O)N(C3CCCCCC3)CC(=O)N2CCc2ccc(Cl)cc2)cc1OC (centres undefined) | 0.9% | -4.8%
COc1cccc(CNC(=O)Cn2c(SCC(=O)Nc3ccc(F)cc3)nc3ccccc32)c1 | ? | -21.2%
Cc1cc(C)c(S(=O)(=O)Nc2ccc(-c3ccc(N4CCCCC4)nn3)cc2)c(C)c1 | 5.1% | -28.6%
O=C(OCc1cc(=O)n2nc(-c3cccs3)sc2n1)c1ccccc1Cl | 2.9% | -9.4%
CCn1c2ccccc2c2nnc(SCC(=O)Nc3ccccc3OC)nc21 | -1.6% | -23.4%
O=C(CSc1nccn1C1CCCC1)Nc1ccccc1 | 2.3% | 16.5%
CC1=Nc2cc(C(=O)NC3CCCCC3)ccc2Sc2ccc(Cl)cc21 | 0.0% | -9.1%
Cc1c(Cl)cccc1Nc1nn2c(=O)c3ccc(C(=O)NCCc4ccccc4)cc3nc2s1 | -2.9% | -10.3%
CCc1ccccc1NC(=O)C(C)n1c(=O)cc(C)c2c(C)nn(-c3ccccc3)c21 (centres undefined) | 0.0% | 10.8%
CCOc1ccc(C2c3[nH]c4ccccc4c3CCN2C(=O)Cc2cccc(OCC)c2OCC)cc1 (centres undefined) | -1.6% | 0.5%
Cc1cccc(Nc2ncnc3c2cnn3C)c1C | 2.4% | -1.6%
CCOc1ccc(CNC(=O)c2cnc3sc(N4CCOCC4)nn3c2=O)cc1 | 0.0% | 4.0%
CN(C)c1ccc(CNC(=O)Cc2ccc(NC(=O)N3CCCCc4ccccc43)cc2)cc1 | 0.8% | -10.3%
COc1cccc(CNc2cc(C)nc3nc(-c4ccc(C)cc4)nn23)c1 | 6.8% | -3.9%
CCCC(CCC)C(=O)Nc1cc(-c2cn3cccnc3n2)ccc1OC | 2.8% | -14.1%
CCCCN(c1ccccc1)S(=O)(=O)c1cc2c3c(c1)C(C)C(=O)N3CCC2 (centres undefined) | 4.1% | -9.6%
COc1ccccc1N1CCN(C(=O)CSc2nc3ccccc3nc2Cc2ccccc2)CC1 | 6.7% | -10.1%
COc1ccc(OC)c(NC(=O)c2c(NCc3ccc(OC)c(OC)c3)sc3c2CCC(C)C3)c1 (centres undefined) | -0.2% | ?
CC(=O)N1CCCc2cc(S(=O)(=O)Nc3ccc(C)c(F)c3)ccc21 | 0.8% | -3.0%
COc1ccc(CCNC(=O)c2cc(-c3ccc(C)c(C)c3)nc3ccccc23)cc1OC | 13.2% | -17.6%

The list goes on.
SMILES | Epigenetic derep | Tau fluor counter
Cc1ccc(N2CC(NC(=O)C(=O)c3c[nH]c4ccccc34)CC2=O)cc1 (centres undefined) | 1.0% | 6.5%
O=C(NCc1ccc2c(c1)CCN2C(=O)c1ccncc1)c1cccc(Cl)c1 | -1.3% | -10.0%
Cn1c(SCC(=O)N2CCOCC2)ncc(C(=O)Nc2ccccc2)c1=O | ? | -10.8%
Cc1nn(CC(=O)Nc2ccc(C(C)C)cc2)c(=O)c2c(C)n(-c3ccc(Cl)cc3)nc12 | ? | -2.4%
CC(C)OCCCNC(=O)Cc1ccc(NC(=O)N2CCCCc3ccccc32)cc1 | 0.8% | -2.0%
CCCNC(=O)CCC(=O)N1Cc2ccccc2Oc2ncccc21 | 2.5% | -22.7%
Cc1ccc(CNC(=O)c2ccc(CS(=O)(=O)Cc3ccc(C)cc3)o2)cc1 | 1.2% | -5.6%
Cn1cc(-c2cc3n(n2)CCC(=O)N3CCCC(=O)Nc2ccc(Cl)cc2)c2ccccc21 | 10.2% | ?
CCc1ccccc1NC(=O)CSc1nnc(CC)c(CC)n1 | -1.3% | -2.2%
O=C(Nc1ccc(Oc2ccccc2)cc1)c1ccc(F)c(S(=O)(=O)N2CCN(c3ccccc3F)CC2)c1 | 4.0% | -2.8%
COc1ccc(CC(=O)NCCc2csc3nc(-c4ccccc4F)nn23)cc1 | -0.9% | -10.3%
CNC(=O)c1ccc(-c2nc(CN3CCc4ccccc43)c(C)o2)cc1 | -1.2% | -18.3%
Cc1nn(-c2ccccc2)c2c1N(CCCC(=O)NCc1ccc(OC(C)C)cc1)C(=O)CS2 | 3.8% | -2.4%
CCCCNC(=O)c1nn(-c2ccc(C)cc2)c(=O)n(C)c1=O | 1.7% | -1.8%
CCN1CCN(c2csc3ccc(Cl)cc3c2=O)CC1 | 3.4% | -27.8%
COc1ccc(-c2nnc(SCC(=O)Nc3ccc(Cl)cc3)s2)cc1 | 0.0% | -10.6%
COc1ccc(OC)c(-n2cnc3cc(C(=O)NCCc4ccccc4)ccc32)c1 | -1.1% | -20.6%
O=C(CSc1nc(-c2ccccc2)cn1-c1ccccc1)Nc1ccccc1 | 0.8% | -29.6%
O=C(CSc1nc(=O)[nH]c2c1CCCC2)NCc1ccccc1Cl | 0.5% | -13.0%
O=C(NCCc1csc2nc(-c3ccccc3F)nn12)c1ccccc1C(F)(F)F | 4.2% | -10.1%
Cc1ccc(-n2nc3c(N4CCC(C(=O)N5CCC(C)CC5)CC4)nnc(C)c3c2C)cc1 | 7.8% | 4.1%
CCc1ccc(C2=NN(CCC(=O)NCCc3ccc(OC)c(OC)c3)C(=O)CC2)cc1 | -0.2% | -11.3%
COC(=O)c1cc(C)nc2c1c(=O)nc(SCc1ccccc1Cl)n2C1CC1 | -1.6% | -2.9%
COc1cc(C(=O)N(Cc2cccnc2)c2nc3cc(C)c(C)cc3s2)cc(OC)c1OC | 7.5% | -3.6%
CCOc1ccc(NC(=O)/C=C\C(=O)N(c2ccc(C(C)C)cc2)C(C(=O)NCc2ccco2)c2ccc(F)cc2)cc1 (centres undefined) | 1.9% | -29.2%

The list continues:
SMILES | Epigenetic derep | Tau fluor counter
COc1ccc(OC)c(NC(=O)CN2C(=O)COc3ccc(S(=O)(=O)NC4CCCC4)cc32)c1 | -0.2% | -10.7%
Cc1ccc(C2CCN(C(=O)c3cnn(-c4ccccc4Cl)c3C3CCN(C(=O)OC(C)(C)C)CC3)C2)cc1 (centres undefined) | -0.4% | -10.5%
CCOC(=O)Cn1c(=O)n(C2CCCCC2)c2nc(-c3cccc(OC)c3)nc(C(N)=O)c21 | 7.6% | -8.8%
CCOc1ccc(C2C(=O)N(C3CCCCCC3)CC(=O)N2CCc2ccc(Cl)cc2)cc1OC (centres undefined) | 7.2% | 5.7%
CCOc1ccc(NC(=O)CSc2nc3ccsc3c(=O)n2CC)cc1 | 0.8% | -6.1%
CCOc1ccc(C(c2c(O)cc(C)n(CCOC)c2=O)N2CCN(c3ccccc3F)CC2)cc1 (centres undefined) | -3.0% | 6.7%
CCOC(=O)c1c(C)[nH]c(C)c1S(=O)(=O)N(C)CC(=O)NCc1ccc(C)cc1 | 0.7% | -5.0%
O=C(CSc1ccccc1)NCc1ccc2c(c1)CCN2C(=O)c1ccc(F)cc1 | 0.0% | 1.5%
CCN(CC)CCNC(=O)CN1C(=O)CSc2ccc(S(=O)(=O)N3CCOCC3)cc21 | -1.2% | -11.0%
CCN(CCCNC(=O)CN1N=C(c2ccccc2)CCC1=O)c1ccccc1 | 2.4% | -12.0%
CCCNC(=O)C1CCN(Cc2cc3ccccc3n2Cc2ccccc2)CC1 | 5.2% | -7.0%
COc1ccc(CCNc2nc(SCc3cccc(Cl)c3)nc3ccccc23)cc1OC | -1.3% | -15.3%
O=C1CS(=O)(=O)C2(C(=O)N(Cc3ccccc3)c3ccccc32)N1c1ccc(F)c(Cl)c1 (centres undefined) | -0.2% | -22.0%
COc1cccc(NC(=O)C(C)n2c(=O)cc(C(F)(F)F)c3c(C)nn(C)c32)c1 (centres undefined) | 1.5% | -29.6%
CC1CCN(S(=O)(=O)c2cc(C(=O)N3CCN(c4cccc(Cl)c4)CC3)n(C)c2)CC1 | 0.0% | -7.3%
Cc1ccc2nc(N(Cc3cccnc3)C(=O)c3ccc4c(c3)OCCO4)sc2c1 | 2.3% | -9.4%
CCc1cccc(C)c1NS(=O)(=O)c1c(C(=O)N2CCC(C)CC2)c(C)n(C)c1C | -2.8% | -3.7%
CCOC(=O)c1cc(C)n(CC2CCC(C(=O)Nc3ccc(OC)cc3)CC2)c1C (centres undefined) | 0.0% | -18.7%
O=C(CCc1ccccc1)N1CCc2c([nH]c3ccccc23)C1c1ccc(F)cc1 (centres undefined) | -1.8% | -16.3%

Quoted from the results shown for reference:
SMILES | Epigenetic derep | Tau fluor counter
CCOc1ccc(C(c2c(O)cc(C)n(CCOC)c2=O)N2CCN(c3ccccc3F)CC2)cc1 (centres undefined) | -3.0% | 6.7%
CCOC(=O)c1c(C)[nH]c(C)c1S(=O)(=O)N(C)CC(=O)NCc1ccc(C)cc1 | 0.7% | -5.0%
O=C(CSc1ccccc1)NCc1ccc2c(c1)CCN2C(=O)c1ccc(F)cc1 | 0.0% | 1.5%
CCN(CC)CCNC(=O)CN1C(=O)CSc2ccc(S(=O)(=O)N3CCOCC3)cc21 | -1.2% | -11.0%
CCN(CCCNC(=O)CN1N=C(c2ccccc2)CCC1=O)c1ccccc1 | 2.4% | -12.0%
CCCNC(=O)C1CCN(Cc2cc3ccccc3n2Cc2ccccc2)CC1 | 5.2% | -7.0%
COc1ccc(CCNc2nc(SCc3cccc(Cl)c3)nc3ccccc23)cc1OC | -1.3% | -15.3%
O=C1CS(=O)(=O)C2(C(=O)N(Cc3ccccc3)c3ccccc32)N1c1ccc(F)c(Cl)c1 (centres undefined) | -0.2% | -22.0%
COc1cccc(NC(=O)C(C)n2c(=O)cc(C(F)(F)F)c3c(C)nn(C)c32)c1 (centres undefined) | 1.5% | -29.6%
CC1CCN(S(=O)(=O)c2cc(C(=O)N3CCN(c4cccc(Cl)c4)CC3)n(C)c2)CC1 | 0.0% | -7.3%
Cc1ccc2nc(N(Cc3cccnc3)C(=O)c3ccc4c(c3)OCCO4)sc2c1 | 2.3% | -9.4%
CCc1cccc(C)c1NS(=O)(=O)c1c(C(=O)N2CCC(C)CC2)c(C)n(C)c1C | -2.8% | -3.7%
